# Bioassay records (PubChem)
# V-ATPase pH – yeast V-ATPase proton transport regulation by pHLuorin. response, % at 10 µM. S. cerevisiae, pHLuorin cytosolic pH fluorescence. 350,000 tested, 0.37% active; in the data active means response mostly above about 7.3%, no sharp cut-off; inactive means mostly below about 5.4%; further: actives read high; inactives centre near 0; some compounds called inactive have numbers as strong as hits; reference of the scale not given here
# Cardiac RTF inh – cardiac RTF calcium desensitization. P19429+P45379. IANBD-labeled cardiac RTF, Ca2+ fluorescence. inhibition, % at 7.15 µM. 340,000 tested, 0.12% active. AID 493244;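 active means inhibition above the mean inhibition of all tested compounds plus 3 SD, cut at about 17% in these data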;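 further: assay run at fixed EC70 calcium of 1.6 mM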
# C-LANA FP – blocks KSHV LANA C-terminal domain binding to DNA; AID 504423; inhibition, % at 9 µM; 340,000 tested, 0.078% active; MBP-C-LANA/FAM-LBS DNA binding, fluorescence polarization;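 active means highest replicate inhibition at or above 60% at 9 µM, even if other replicates fall short; inactive means all replicates below 60% inhibition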;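 further: 0% = neutral control wells and 100% = 4 µM acridine orange control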
# CAL-PDZ inh HTS – blocks peptide binding to the human CAL PDZ domain; purified CAL PDZ, TMR-peptide fluorescence polarization, 1 h; inhibition, % at 24.9 µM; 300,000 tested, 0.92% active;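 active means mean inhibition of at least 30% with at least half of replicates also reaching 30%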;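 further: 0% = DMSO neutral control and 100% = excess unlabeled competitor peptide PRC23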
# MOR-DOR ag – OPRM1-OPRD1 heterodimerization agonism; AID 504326; cells, luminescence; activation, % at 9.3 µM; 340,000 tested, 0.3% active; in the data active means activation above about 18%;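 further: 0% = vehicle-treated cells and 100% = reference agonist; values of inactives mirror those of a sister screen read the other way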
# Keap1-Nrf2 PPI – disrupts human Keap1 binding to Nrf2 peptide | 340,000 tested, 0.15% active | Q14145 | Keap1 Kelch-Nrf2 peptide fluorescence polarization, 1536-well | AID 504523 | inhibition, % at 9.4 µM; in the data active means inhibition above about 12%;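 further: human Keap1 Kelch domain with fluorescein labeled Nrf2 9mer peptide probe; 0% = neutral control wells and 100% = peptide positive control; higher means more block of Keap1 binding to Nrf2 peptide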
# Target sequence (Q14145 whole entry, looked up, the tested form may be a part): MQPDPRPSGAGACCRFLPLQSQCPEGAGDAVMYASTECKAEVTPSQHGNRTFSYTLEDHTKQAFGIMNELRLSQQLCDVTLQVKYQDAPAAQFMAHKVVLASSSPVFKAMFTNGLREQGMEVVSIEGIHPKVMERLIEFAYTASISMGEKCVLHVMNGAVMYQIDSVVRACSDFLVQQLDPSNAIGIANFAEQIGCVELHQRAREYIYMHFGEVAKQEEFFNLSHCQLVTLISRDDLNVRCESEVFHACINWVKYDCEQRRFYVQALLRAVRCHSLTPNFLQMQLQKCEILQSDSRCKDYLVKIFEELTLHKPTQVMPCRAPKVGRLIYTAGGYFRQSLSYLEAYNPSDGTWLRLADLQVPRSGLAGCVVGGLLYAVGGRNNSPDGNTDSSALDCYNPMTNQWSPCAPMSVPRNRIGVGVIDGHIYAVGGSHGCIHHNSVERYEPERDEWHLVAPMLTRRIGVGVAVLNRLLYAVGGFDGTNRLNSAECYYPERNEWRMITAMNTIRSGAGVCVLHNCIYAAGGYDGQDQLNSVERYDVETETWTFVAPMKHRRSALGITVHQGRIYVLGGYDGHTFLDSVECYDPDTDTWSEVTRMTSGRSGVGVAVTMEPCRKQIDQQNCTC
# HTR5A ag – HTR5A agonism, opioid heterodimer counter-screen | HTR5A agonist assay, luminescence, cell-based | activation, % at 9.3 µM | 340,000 tested, 0.61% active | P47898; in the data active means activation mostly above about 9.5%, no sharp cut-off; inactive means mostly below about 7.6%;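 further: 0% = cells with vehicle only and 100% = reference agonist; strong numbers were not always called active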
# Target sequence (P47898 whole entry, looked up): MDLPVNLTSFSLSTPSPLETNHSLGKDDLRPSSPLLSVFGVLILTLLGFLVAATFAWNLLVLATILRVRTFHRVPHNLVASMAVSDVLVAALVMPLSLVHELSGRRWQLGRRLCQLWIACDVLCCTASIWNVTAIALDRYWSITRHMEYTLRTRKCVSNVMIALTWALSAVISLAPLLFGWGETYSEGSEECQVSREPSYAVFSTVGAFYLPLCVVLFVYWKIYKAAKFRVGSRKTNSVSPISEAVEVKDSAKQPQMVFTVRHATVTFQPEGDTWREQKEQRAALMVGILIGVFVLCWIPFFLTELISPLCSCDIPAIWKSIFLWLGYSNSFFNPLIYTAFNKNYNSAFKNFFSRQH
# HTR5A inv ag – counter-screen for OPRM1-OPRD1 inverse agonists: human HTR5A inverse agonism; HTR5A cell line, luminescence; 340,000 tested, 0.083% active; inhibition, % at 9.3 µM; P47898; in the data active means inhibition mostly above about 23%, no sharp cut-off; inactive means mostly below about 18%;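 further: 0% = cells with DMSO and 100% = no-cell wells with DMSO; some compounds called inactive have numbers as strong as hits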
# RTF Ca sens act – cardiac RTF calcium sensitization; P19429+P45379; AID 493008; IANBD-labeled TnC RTF fluorescence at EC20 calcium; 0% EC20 calcium, 100% full calcium; activation, % at 7.2 µM; 340,000 tested, 0.24% active;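 active means activation above the mean over all tested compounds plus 3 SD, cut at about 30% in these data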;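 further: rise in fluorescence read as greater calcium sensitivity of cardiac thin filaments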
# OPRM1-OPRD1 inv – inverse agonists of human mu-delta opioid receptor heterodimerization; 340,000 tested, 0.21% active; inhibition, % at 9.3 µM; P35372+P41143; AID 504357; cell-based MOR-DOR heterodimer luminescence, inverse agonism; in the data active means inhibition above about 22%, passing the limit was not always enough;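 further: 0% = cells with DMSO and 100% = wells without cells with DMSO; values of inactives mirror those of a sister screen read the other way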
# * hit, by the source's call; x = not tested or not shown.
SMILES	V-ATPase pH	Cardiac RTF inh	C-LANA FP	CAL-PDZ inh HTS	MOR-DOR ag	Keap1-Nrf2 PPI	HTR5A ag	HTR5A inv ag	RTF Ca sens act	OPRM1-OPRD1 inv
O=[N+]([O-])c1cccc(CN2CCN(c3cccc4[nH]ccc34)CC2)c1	0	-6	-1.4	-5	-2.5	-4	4	-16	-1	12
CC1CC(C)CN(CCC(=O)Nc2ccc(Br)cc2)C1 (stereo unspecified)	10	-1	-0.7	-4	-1.4	-2	8	-19	2	7
O=C(Cn1ncc2ccccc21)N1CCN(c2cccc(C(F)(F)F)c2)CC1	0	-30	0.5	-4	4.0	-3	10	-24	-2	-24
CCOC(=O)c1cnc2c(C)cccc2c1NCc1ccco1	2	-3	-0.1	-2	-0.1	-2	-1	12	-17	0
CCCCNC(=O)Nc1nnc(SCC(=O)OCC)s1	0	6	0.5	-2	-3.0	3	-1	2	-5	16
O=C(O)c1ccc(CSc2nc3ccccc3[nH]2)cc1	2	-6	-1.1	0	-1.8	-6	4	-10	6	9
CC(C)c1nc(SCC(=O)Nc2cccc(C(=O)O)c2)c2c3c(sc2n1)CCCC3	1	-8	0.1	-5	-1.3	-7	-1	-25	-3	8
CCc1cc2c(=O)c(-c3nc4ccccc4n3C)coc2c(CN2CCOCC2)c1O	6	-4	1.2	0	1.3	-3	0	1	10	-7
O=C(NCc1ccc(F)cc1)C1(c2cccs2)CCOCC1	-2	2	0.3	x	-3.3	1	4	-8	0	18
CCN(CC)CCCNC(=O)c1cc2c(=O)n(CC)c3ccccc3c2s1	-1	2	-1.9	0	-2.2	-4	6	-22	13	10
CC(C)COP(=O)(OCC(C)C)C(Nc1ccccc1)c1ccc2c(c1)OCO2 (stereo unspecified)	-4	1	2.0	-1	6.8	1	-1	3	2	-34
Cc1cc(C)cc(SCc2noc(C(=O)NCCCN3CCOCC3)c2C(=O)NCCCN2CCOCC2)c1	2	-9	-1.6	-2	-2.5	4	-3	-7	10	14
Cc1ccc(/C=C/C(=O)NC(C)c2ccccc2)cc1 (stereo unspecified)	-4	16	-0.8	-1	-2.0	3	3	12	-1	10
O=S(=O)(NCC1CCCO1)c1ccc2oc3ccc(S(=O)(=O)NCC4CCCO4)cc3c2c1 (stereo unspecified)	-3	4	0.8	-2	-2.4	-2	1	11	1	14
Nc1c(C(=O)Nc2ccc3c(c2)OCCO3)nnn1CCc1ccccc1	-3	-12	-1.1	x	-2.1	0	0	-1	-1	11
COc1cccc(/C=C/c2ccc3cccc(O)c3n2)c1OC	-1	-7	-2.3	-4	2.6	-3	-9	32*	6	-14
Cc1cc2c(=O)n(CC(=O)N3CCN(c4ccccc4)CC3)cnc2s1	9	-2	-0.8	-6	-2.0	0	9	21	-2	9
CCOC(=O)/C(C#N)=C/c1c(N2CCN(C)CC2)nc2c(C)cccn2c1=O	-1	-11	0.2	0	-4.3	-1	0	-1	0	19
CCC(CC)C(=O)NCCc1cc2c(C)ccc(C)c2[nH]c1=O	-2	-16	-0.5	x	1.6	2	3	-7	-2	-10
COc1ccc(CCNC(=O)CSc2nc(=O)[nH]c3c2CCC3)cc1OC	-2	-7	-1.3	x	-1.2	0	0	0	-2	8
COc1cccc(-c2nnc(NC(=O)c3ccccc3Br)o2)c1	2	-10	-0.9	8	-1.2	0	3	-7	-6	6
COc1ccc(NC(=O)c2cc(-c3ccco3)nc3ccccc23)cc1	1	-4	0.1	-5	50*	-5	4	-3	2	-251
Cc1nc(CS(=O)(=O)c2ccc(Cl)cc2)cc(Sc2ccccc2Cl)n1	-1	-8	0.3	-5	3.2	-3	1	-2	4	-16
NC(=O)c1ccsc1NC(=O)COC(=O)CSc1ccc(Cl)cc1	4	4	2.4	-4	1.0	-7	1	22	5	-5
C=C[C@H]1[C@H](O[C@@H]2O[C@H](CO)[C@@H](O)[C@H](O)[C@H]2O)OC=C2C(=O)OCC[C@]21O	-2	-1	0.0	3	-3.2	-9	11	-33	4	18
O=C(O)c1[nH]c2ccc(Cl)cc2c1CC(=O)N1CCN(c2ccccc2)CC1	0	-7	0.5	-2	0.0	1	8	-20	-3	0
CCn1c(Cc2ccccc2)nnc1SCC(=O)OC(C)C	-2	-8	-0.1	23	0.7	-6	5	-2	16	-4
CCCCNC(=O)c1onc(CSc2cccc3ccccc23)c1C(=O)O	-1	-2	1.7	-1	-2.7	3	4	-15	-4	15
Cc1cccc(C)c1NC(=S)N/N=C/c1ccc(OCCC(C)C)cc1	-1	0	0.6	x	10	0	0	16	2	-47
COc1ccc(S(=O)(=O)N(C)C)cc1NCC(=O)Nc1ccc(F)cc1F	-5	-9	-2.2	-5	3.5	-5	1	4	3	-23
CC1CCc2c(sc(NC(=O)c3ccc(Cn4cc(Br)cn4)o3)c2C(N)=O)C1 (stereo unspecified)	-2	-3	2.7	0	-0.4	1	0	-3	-3	2
CC1CCCN(Cc2csc(N)n2)C1 (stereo unspecified)	1	-13	-0.7	2	-2.9	-9	-2	-30	0	14
CN(CC(N)=O)S(=O)(=O)c1ccc(F)cc1	-3	-10	-1.4	x	0.5	4	-1	2	-1	-3
Cc1cc(=O)oc(C)c1C(=O)Nc1cnc2ccccc2c1	0	-18	9.2	-4	-2.2	5	-10	24	7	13
O=C(COC(=O)CNC(=O)C1CCCCC1)Nc1ccc(Br)cc1Br	-4	-3	2.1	-4	-1.3	-6	1	-1	0	5
CCC(C)(C)n1nnnc1C(c1ccncc1)N1CCC(C)CC1 (stereo unspecified)	6	-1	-2.4	0	-0.4	1	6	24	8	3
CCNC(=S)N1CCN(CC(=O)Nc2ccc(Br)cc2)CC1	1	-8	-1.0	1	-0.7	1	-1	13	0	3
O=S(=O)(c1ccccc1)N1CCN=C1SCc1c(F)cccc1Cl	-1	3	-0.9	-2	2.4	-1	1	3	-2	-12
COc1ccc(NS(=O)(=O)c2cccc(C(=O)NCC(c3ccc(F)cc3)N3CCOCC3)c2)cc1 (stereo unspecified)	6	-5	1.1	-3	-2.5	-1	2	8	2	8
O=C(O)c1cc(S(=O)(=O)N2CC3CC3C2C(=O)O)c(Cl)cc1Cl (stereo unspecified)	-2	-4	1.1	-2	-4.2	3	-4	11	4	22
O=S(=O)(c1ccc(Cl)s1)N1CCC(Cc2ccccc2)CC1	15	-8	-3.0	-2	0.9	-5	2	15	-2	-5
Cc1ccccc1C(=O)NC(C)c1ccc2c(c1)CCCC2 (stereo unspecified)	1	-4	0.0	9	0.2	-7	-3	8	4	-1
CCOC(=O)N1CCC(NC(=O)CS(=O)Cc2nc(-c3ccc(C)cc3)oc2C)CC1 (stereo unspecified)	-2	-6	1.4	5	-0.7	-2	1	-6	2	3
CCN1C(=O)CC(N2CCC(Nc3ccc(OC)cc3)CC2)C1=O (stereo unspecified)	-2	-7	0.7	-1	x	0	x	x	0	x
N#Cc1ccc(NC(=O)N2CCC(c3nc4c(nnn4Cc4cccc(Cl)c4)c(=O)[nH]3)CC2)cc1	-3	-6	0.0	x	-0.1	-2	-6	15	-2	1
CCN1C(=O)C(CC(=O)Nc2ccc(F)cc2)N(Cc2cccs2)C1=S (stereo unspecified)	0	-7	0.2	-4	0.7	-3	5	-5	2	-3
COc1ccccc1CNC(=O)[C@@H]1CCCN1S(=O)(=O)c1ccccc1F	5	5	0.9	-5	1.6	-2	6	-17	3	-12
CC(C)(C)c1cc(NC(=O)COC(=O)c2nccnc2N)n(-c2ccccc2)n1	-2	-7	-2.6	-1	-3.8	1	1	19	0	13
CCN1CCc2c(OCC(=O)Nc3ccccc3)cccc2C1=O	-2	-5	-0.6	-3	-2.5	0	1	-25	-1	14
C[C@@H]1CN(C(=O)c2nc3ccc(Cl)cn3c2CN(C)CCc2cnn(C)c2)C[C@H](C)O1	-3	-6	0.3	-3	-2.5	-3	2	-1	-1	13
Cc1ccc(-c2csc(N(Cc3ccccc3)C(=O)COc3ccccc3)n2)cc1	2	8	0.1	-2	3.9	1	2	2	0	-19
CC(Oc1ccc(F)cc1)C(O)CCN(C)C (stereo unspecified)	-1	-3	-1.1	-4	-2.4	0	3	10	7	12
CCOC(=O)C1CCCN(c2c(NCCc3cccc(C)c3)c(=O)c2=O)C1 (stereo unspecified)	-1	-5	-1.3	13	-0.1	1	-1	13	1	0
O=C(CN1CCc2ccccc2C1)Nc1cc(S(=O)(=O)N2CCOCC2)ccc1N1CCOCC1	1	3	-0.4	-1	-0.7	-6	-1	4	17	3
O=c1[nH]c(=S)[nH]c2sccc12	3	6	-0.4	7	-1.1	-5	0	0	0	6
CCc1ccc(S(=O)(=O)N2CCN(C(=O)c3cccnc3)CC2)cc1	-2	-13	-1.9	-1	-3.8	2	-1	4	-8	18
CCN1C(=O)[C@H]2[C@@H](c3ccc(-c4ccc(C(C)=O)cc4)cc3)N3CCC[C@@]3(C(=O)OC)[C@H]2C1=O	6	-1	-0.7	2	-0.1	-3	-3	-15	1	1
COc1ccc(C(=O)NC2CC2)cc1OC1CCN(Cc2cnn(C)c2C)CC1	-2	-4	-0.1	14	-2.0	-1	-3	-25	-6	14
CCc1nnc(NC(=O)[C@@H](NC(=O)c2cccc(S(=O)(=O)N(CC)CC)c2)C(C)C)s1	1	-1	-0.2	x	-1.6	-6	-3	10	0	8
OC1(c2ccc3c(c2)OCO3)CCN(Cc2ccccn2)CC1	1	-9	-0.8	0	-1.5	-2	1	-10	3	9

# (continued)
SMILES	V-ATPase pH	Cardiac RTF inh	C-LANA FP	CAL-PDZ inh HTS	MOR-DOR ag	Keap1-Nrf2 PPI	HTR5A ag	HTR5A inv ag	RTF Ca sens act	OPRM1-OPRD1 inv
NC(=O)Cn1c(=O)n(Cc2ccco2)c(=O)c2c3c(sc21)CCCCC3	-2	-21	1.8	-5	1.2	-9	9	-34	-2	-7
Cc1ccc(N=Nc2ccc(O)c3ncccc23)cc1	3	-29	-1.3	1	0.1	-6	1	8	11	0
Cc1ccccc1N(CC(=O)NCC1CCCO1)C(=O)C1(C)CC(=O)N=C2C=CC=CN21 (stereo unspecified)	-2	-4	-0.3	1	-2.4	4	3	-21	-3	13
COc1cc([N+](=O)[O-])cc(/C=N/NC(=O)CSc2ccccn2)c1O	0	0	2.7	1	-2.6	-1	0	15	-4	14
O=C(Nc1cccc(S(=O)(=O)NC2=NCCCCC2)c1)c1cc(-c2ccccc2Cl)nc2ccccc12	2	-19	1.0	-4	-1.7	2	0	-15	4	9
O=C(CSc1ccccc1)NCCCN1CCOCC1	1	0	1.2	-3	-2.4	-5	0	-1	-2	13
CN1CCN(C2CCCCC2NS(=O)(=O)c2ccccc2)CC1 (stereo unspecified)	2	-2	0.5	4	-0.6	-1	1	-3	-5	3
Cc1ccc(S(=O)(=O)Nc2ccc3[nH]c(=O)[nH]c3c2)c(C)c1	3	5	-1.2	-2	1.2	3	1	-4	2	-7
CCOc1ccc(NC(=O)Nc2cc(OCC(F)(F)F)cc(OCC(F)(F)F)c2)cc1	1	-5	1.5	-1	1.7	-2	0	0	-4	-11
